# ZTA counter – counter-screen for EBNA-1 inhibitors: inhibitors of Epstein-Barr virus ZTA; P03206; ZTA-DNA binding, fluorescence polarization; inhibition, % at 11 µM; 320,000 compounds, 0.15% hits; in the data active means inhibition above about 33%
# Target sequence (P03206 whole entry, looked up): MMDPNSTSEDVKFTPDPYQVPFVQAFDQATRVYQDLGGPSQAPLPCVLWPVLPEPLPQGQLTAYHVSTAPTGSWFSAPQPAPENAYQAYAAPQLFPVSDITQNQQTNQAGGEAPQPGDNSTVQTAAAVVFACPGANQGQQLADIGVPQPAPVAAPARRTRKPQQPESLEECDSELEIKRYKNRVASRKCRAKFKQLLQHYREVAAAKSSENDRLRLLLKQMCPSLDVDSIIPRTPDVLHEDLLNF
# core dimer inh – blocks dimerization of HCV core protein; TR-FRET GST/Flag-core106 dimerization, 1536-well; inhibition, % at 5 µM; 300,000 compounds, 0.33% hits;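 active means inhibition above the mean of all tested compounds plus 3 SD, set per screening campaign, cut at about 45% in these data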
#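 Assay system: tagged HCV core106 pair (GST and Flag); medium: KF-containing HEPES buffer, pH 7.45, DTT, CHAPS, BSA; also added: Eu donor and XL665 acceptor anti-tag antibodies; dosing: 5 µM single dose; timing: compound-protein-antibody incubation 4 h at 22.5 °C; signal: TR-FRET 671 and 617 nm emission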
# TPT1 inhibitor – blocks Candida albicans tRNA 2'-phosphotransferase; inhibition, % at 5 µM; 300,000 compounds, 0.81% hits; recombinant caTPT1, FP RNA substrate dephosphorylation; AID 1962;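 active means inhibition above the mean of all tested compounds plus 3 SD, set per screening campaign, cut at about 24% in these data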;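 further: plate controls were DMSO alone for no effect and ferristatin control at 100 nM for full effect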
# Fh CTSL1 inh – blocks F. hepatica cathepsin L1 in PFM18AAP counter-screen; 300,000 compounds, 0.49% hits; inhibition, % at 5.96 µM; recombinant F. hepatica cathepsin L1, Z-Leu-Arg-MCA fluorescence;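 active means inhibition above the mean of all tested compounds plus 3 SD, set per screening campaign, cut at about 17% in these data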;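 further: 0% = plate median of test compound wells and 100% = 1 µM Z-Phe-Ala-diazomethylketone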
# Efflux pump mplx – inhibitors of Candida antifungal efflux pumps expressed in yeast | S. cerevisiae Candida pump triplex, Nile Red efflux | 330,000 compounds, 0.44% hits | AID 485275 | inhibition, % at 10 µM;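 active means plate passing quality check with inhibition over a set limit, or well fluorescence over plate mean plus 4 SD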;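 further: Nile Red retained in pooled yeast measured as flow cytometry median fluorescence; 0% = buffer negative control and 100% = Enniatin B positive control; higher means more Nile Red kept so more efflux inhibition; some compounds called inactive have numbers as strong as hits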
# EBNA-1 inh – blocks EBNA-1 binding to DNA | AID 1950 | EBNA-1 DNA binding, fluorescence polarization | inhibition, % at 14.8 µM | 300,000 compounds, 0.34% hits; in the data active means inhibition above about 28%
# PP1 inh – counter-screen for PP5 inhibitors: inhibitors of human PP1-alpha | AID 2235 | inhibition, % at 6.7 µM | purified PP1alpha, OMFP fluorescence | P62136 | 320,000 compounds, 0.9% hits;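 active means inhibition above the mean inhibition of all tested compounds plus 3 SD, computed separately for each screening campaign, cut at about 15% in these data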
# Target sequence (P62136 whole entry, looked up): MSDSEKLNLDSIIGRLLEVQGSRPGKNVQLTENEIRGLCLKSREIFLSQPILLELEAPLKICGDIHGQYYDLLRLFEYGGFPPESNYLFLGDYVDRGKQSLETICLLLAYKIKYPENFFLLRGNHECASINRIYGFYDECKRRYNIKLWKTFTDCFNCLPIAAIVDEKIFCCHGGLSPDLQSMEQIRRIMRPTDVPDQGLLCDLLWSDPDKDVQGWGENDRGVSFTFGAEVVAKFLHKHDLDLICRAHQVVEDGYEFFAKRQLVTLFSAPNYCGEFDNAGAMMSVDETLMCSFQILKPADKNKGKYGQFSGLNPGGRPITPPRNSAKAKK
# PP5 primary – blocks human protein phosphatase 5 activity | inhibition, % at 6.7 µM | P53041 | AID 1987 | purified PP5c, OMFP substrate fluorescence | 320,000 compounds, 0.18% hits;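 active means inhibition above the campaign's mean inhibition across all tested compounds plus 3 SD, cut at about 9.5% in these data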;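 further: 0% = DMSO only and 100% = 100 µM cantharidin control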
# Target sequence (P53041 whole entry, looked up): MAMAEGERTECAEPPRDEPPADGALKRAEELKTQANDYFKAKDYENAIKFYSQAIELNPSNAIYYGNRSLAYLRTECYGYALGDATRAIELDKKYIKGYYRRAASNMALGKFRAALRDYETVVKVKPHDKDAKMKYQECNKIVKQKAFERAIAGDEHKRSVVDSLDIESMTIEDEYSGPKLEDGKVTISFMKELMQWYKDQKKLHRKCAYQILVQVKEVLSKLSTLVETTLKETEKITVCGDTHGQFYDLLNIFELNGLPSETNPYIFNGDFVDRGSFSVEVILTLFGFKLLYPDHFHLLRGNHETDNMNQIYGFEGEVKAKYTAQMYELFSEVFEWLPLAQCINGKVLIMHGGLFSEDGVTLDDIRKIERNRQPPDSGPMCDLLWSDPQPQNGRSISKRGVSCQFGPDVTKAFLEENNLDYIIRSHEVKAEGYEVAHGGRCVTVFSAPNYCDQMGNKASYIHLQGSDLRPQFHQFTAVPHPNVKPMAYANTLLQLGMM
# PREPL inh – inhibits the human prolyl oligopeptidase-like enzyme; Q4J6C6; recombinant PREPL, fluorescence polarization activity-based probe; inhibition, % at 5.96 µM; 320,000 compounds, 0.68% hits; AID 2751; in the data active means inhibition above about 43%;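 further: 0% = enzyme with DMSO and 100% = wells lacking enzyme; many of its hits are not listed in these tables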
# An asterisk follows results filed as active; · = no result given. These rows are one share of the data, so the mix of outcomes need not match the whole.
SMILES,ZTA counter,core dimer inh,TPT1 inhibitor,Fh CTSL1 inh,Efflux pump mplx,EBNA-1 inh,PP1 inh,PP5 primary,PREPL inh
COCCn1c(SCc2ccc(C(=O)OC)o2)nnc1-c1c[nH]c2ccccc12,21,3,-1,-3,0.1,-2,-5,0.4,6
Nc1ccc(S(=O)(=O)Nc2nccc(/C=C/c3ccc(Cl)cc3)n2)cc1,-10,17,2,4,0.1,19,1,1.6,14
CCOC(=O)Cc1csc(NC(=O)/C=C/c2ccc(OC)cc2)n1,-20,0,-4,-1,0.0,2,-2,-1.1,2
COc1ccccc1C(=O)N/C(=C/c1ccc(Br)cc1)C(=O)N1CCCC1,15,3,0,1,0.0,6,1,2.9,7
C/C(=N\NC(=S)Nc1ccccc1C)c1cc2ccccc2o1,4,5,-5,5,-0.1,16,1,1.4,9
Cc1ccc(CN(C)S(=O)(=O)c2c(C)noc2/C=C/N(C)C)cc1,1,7,6,1,-0.1,8,3,5.0,-3
COCCn1cc(C(=O)NCc2ccco2)c2c3ccccc3n(C)c2c1=O,-2,-1,-3,-2,-0.1,6,4,-0.5,5
COc1ccc(/C=N/NC(=O)c2cccnc2)cc1CSc1nc2ccccc2s1,-12,-2,-3,4,0.5,4,9,3.8,-13
O=C(CSc1ccsc1[N+](=O)[O-])NCCc1ccc(Cl)cc1,2,11,5,3,0.4,-11,0,4.3,5
O=c1[nH]c(-c2ccccc2O)nc2c1CCCC2,-5,-1,-2,-2,-0.1,5,-4,-0.5,5
CCOC(=O)Cn1c(=NC(=O)c2ccc([N+](=O)[O-])s2)sc2ccccc21,16,6,2,3,0.0,7,-6,2.2,10
O=S(=O)(NCc1ccccc1Cl)c1cnc[nH]1,7,1,1,7,0.0,6,-11,-1.9,4
Cc1nc(-n2[nH]c3c(c2=O)CCCC3)[nH]c(=O)c1Cc1ccccc1,5,-2,122*,3,-0.1,-6,5,-0.7,0
COc1ccc([N+](=O)[O-])cc1NC(=O)CC1SC(=Nc2cccc(C)c2C)N(/N=C/c2cccc(OC)c2OC)C1=O (centres undefined),-2,23,-3,0,0.3,1,4,-0.6,4
CNc1nc(OCC(F)(F)F)nc(OCC(F)(F)F)n1,0,-3,2,-6,-0.1,6,4,1.5,5

# Single records, as listed above. Order of screens: ZTA counter | core dimer inh | TPT1 inhibitor | Fh CTSL1 inh | Efflux pump mplx | EBNA-1 inh | PP1 inh | PP5 primary | PREPL inh
# `Nc1ccc(S(=O)(=O)Nc2nccc(/C=C/c3ccc(Cl)cc3)n2)cc1` is entered as -10 | 17 | 2 | 4 | 0.1 | 19 | 1 | 1.6 | 14
# `COCCn1cc(C(=O)NCc2ccco2)c2c3ccccc3n(C)c2c1=O` is entered as -2 | -1 | -3 | -2 | -0.1 | 6 | 4 | -0.5 | 5
# `O=C(CSc1ccsc1[N+](=O)[O-])NCCc1ccc(Cl)cc1` is entered as 2 | 11 | 5 | 3 | 0.4 | -11 | 0 | 4.3 | 5
# `COc1ccc(/C=N/NC(=O)c2cccnc2)cc1CSc1nc2ccccc2s1` is entered as -12 | -2 | -3 | 4 | 0.5 | 4 | 9 | 3.8 | -13

# More compounds:
SMILES,ZTA counter,core dimer inh,TPT1 inhibitor,Fh CTSL1 inh,Efflux pump mplx,EBNA-1 inh,PP1 inh,PP5 primary,PREPL inh
COc1ccc(NC(=O)c2nc[nH]c2C(=O)N2CCC(C)CC2)cc1,13,3,-2,0,0.0,13,-11,1.9,14
CCN(CC(=O)Nc1c(F)cccc1F)C(=O)C1CCCN(C(=O)c2ccc(Cl)cc2)C1 (centres undefined),-3,4,5,1,0.1,11,1,4.3,4
O=C(COC(=O)C12CC3CC(CC(C3)C1)C2)Nc1nc2c(F)c(F)c(F)cc2s1,-12,5,2,-3,-0.1,13,3,3.6,11
Cn1c(Cc2cccs2)nnc1SCC(=O)Nc1ccccc1F,-2,0,-3,6,0.0,6,-3,-1.1,9
N#C/C(=C\c1ccc(O)cc1)C(=O)N1CCCC1,-6,-5,2,-1,-0.1,-3,-1,0.3,8
Cn1c(SCC(=O)Nc2cccc(F)c2)nc2c([nH]c3ccccc32)c1=O,-17,7,-1,7,0.2,3,-1,-2.7,8
C/C(=C\c1ccccc1)CN1CCN(c2ccccc2)CC1,-5,1,1,-4,-0.1,-12,0,3.5,7
COC(=O)CCC(=O)Nc1ccc(S(=O)(=O)Nc2nc(C)cc(C)n2)cc1,-17,4,-3,-4,-0.1,5,-4,0.4,-5
O=C(NCc1ccc2c(c1)OCO2)c1cccnc1,4,-7,1,0,0.1,-1,-1,0.2,-11
O=C(C1=C[C@@H](c2ccc(Br)cc2)C[C@@H](OCCCCO)O1)N1CCN(Cc2ccccc2)CC1,-11,-5,-1,7,·,2,-2,0.9,63*
CCCCC1=CC2=C(c3ccco3)C(=O)C(C)(OC(=O)c3ccc(OC)cc3)C(=O)C2=CN1C1CC1 (centres undefined),4,40,-2,1,0.0,2,4,4.5,19
CC(C)(C)c1ccc(OCC(=O)N2CCCCCC2)c(Br)c1,-2,8,3,2,0.4,-20,2,4.3,4
C/C(=N\Nc1cccc(Cl)c1)C1(C)N(O)C(C)(C)C(c2ccco2)=[N+]1[O-] (centres undefined),-3,1,1,-3,-0.1,3,-3,1.0,4
COCCCNC(=O)Cn1nc(-c2ccc(C)cc2)ccc1=O,2,-2,-4,1,-0.1,2,-2,1.1,1
O=C(c1ccccc1)c1ccc(OCC(O)CN2CCN(Cc3ccccc3)CC2)cc1 (centres undefined),-6,-6,-2,1,0.0,-2,-1,0.5,6
Cc1ccc(NS(=O)(=O)c2ccc(C)c(C(=O)N3CCOCC3)c2)cc1,-6,-9,-3,3,0.0,8,2,-2.0,15
CCn1c(-c2csc3c2CCCC3)n[nH]c1=S,2,3,-3,-5,-0.1,12,-1,-0.3,2
O=C(N/N=C/c1ccco1)c1cccc(S(=O)(=O)Nc2ccccc2Cl)c1,9,9,0,7,0.1,-2,0,0.3,2
COc1ccc(OC)c(S(=O)(=O)N2CCC(C(=O)N3CCOCC3)CC2)c1,-2,2,-9,-3,0.1,5,-3,0.8,11
O=C(Nc1ccc(NC(=O)c2ccccc2Cl)nc1)c1ccco1,3,8,-1,-3,0.0,-1,3,2.4,-11
CCOC(=O)/C(=N\Nc1cc(Cl)ccc1Cl)N1CCN(CC)CC1,6,-6,4,2,0.1,-1,3,1.2,13
CCCn1nnnc1NCc1cccc(OC)c1OC,3,2,-2,-4,-0.2,1,-9,2.3,-13
O=C1c2ccccc2C(=O)C12OC2c1ccc(Cl)cc1 (centres undefined),1,-1,2,17*,0.0,-1,1,11*,-5
Cc1ccc(S(=O)(=O)Nc2ccccc2F)cc1C(=O)NNC(=O)c1ccccc1O,3,-4,4,-1,0.2,-6,-1,-0.1,14
COc1ccc(-c2noc(-c3cccnc3)n2)cc1OC,-3,4,2,1,0.0,1,-2,1.2,4
CCn1c(SCC(=O)Nc2cc(C)on2)nnc1-c1ccc(S(=O)(=O)N2CCN(C)CC2)cc1,-19,-5,4,1,0.2,-7,1,3.4,-6
CCOC(=O)N1CCN(C(=O)CNC(=O)c2ccc(Br)cc2)CC1,-16,-6,-4,3,-0.1,0,-3,-2.6,15
CCOCCNC(=O)c1ccc2c3c(cccc13)CC2,11,-1,2,4,-0.1,0,-2,-2.9,4
N#CC1=C(N)C(C#N)(C#N)[C@H](c2c(F)cccc2F)[C@H]2CC3(CC=C12)OCCO3,6,0,-19,1,-0.2,-6,0,-2.1,4
Cc1ccc(C(=O)Nc2cccc(C(O)c3ccccc3)c2)cc1 (centres undefined),10,1,-1,-1,-0.1,4,-6,-2.4,-12
COc1ccc(Cl)cc1NC(=O)CN1CCC(n2nnc3cc(F)ccc32)CC1,-11,7,-5,-1,-0.1,4,-6,0.3,-8
COc1ccc(C(=O)OCC(=O)NC2CCCC2)c(OC)c1OC,-3,0,-2,-1,0.0,-2,-2,1.6,3
Cc1noc(C)c1COc1cccc(C(=O)Nc2ccc(C#N)cc2)c1,16,3,-4,-3,-0.2,4,6,3.2,-13
C[C@@H](NC(=O)c1[nH]cnc1C(=O)Nc1ccon1)c1ccccc1,-8,·,·,·,-0.2,·,-1,-0.2,-12
Cc1ccc(Cl)cc1NC1=C/C(=N\S(=O)(=O)c2cccs2)c2ccccc2C1=O,10,22,1,60*,0.2,-21,2,11*,26
Cc1cc(C)c2c3c(sc2n1)C1(CCSCC1)C(C#N)=C(N)O3,-3,2,1,4,0.1,9,2,5.9,2
CCCCc1nc2ccccc2c(NC(=O)CN2CCN(C)CC2)c1CCC,9,3,-1,-5,-0.1,6,-1,-1.6,0
CC(C)CCn1nnnc1C(c1ccc(F)cc1)N1CCN(C(=O)c2ccco2)CC1 (centres undefined),-14,-1,3,15,0.0,3,-1,-0.7,12
CC(=O)Nc1ccc(S(=O)(=O)N(CCCN2CCOCC2)Cc2cccs2)cc1,7,0,1,3,0.0,0,-6,1.8,-3
CC(C)n1nnnc1SCC(=O)NCc1ccc2c(c1)OCO2,5,2,-3,-1,0.0,2,-5,-0.3,12
CCN1C(=O)[C@@H]2[C@@H](c3ccc(SC4CCCCC4)cc3)N3CCCC[C@@]3(C(=O)OC)[C@@H]2C1=O,-12,-2,13,3,·,6,2,1.7,1
CCCn1c(SCC(=O)c2c(N)n(C3CC3)c(=O)[nH]c2=O)nnc1-c1ccncc1,-7,·,·,·,0.1,·,-8,-2.5,1
COCc1cc(C)nc2sc(C(=O)NCCO)c(-n3cccc3)c12,10,3,0,-1,0.0,10,-2,3.6,13
Cc1ccc(C(=O)Nc2cccc(C(=O)N/N=C/c3ccc(F)cc3)c2)cc1,-5,2,-1,-1,0.0,10,2,-1.2,-14
COC(CNC(=O)c1ccc2c(c1)ncn2-c1ccc(F)c(F)c1)OC,0,-11,0,18*,0.0,-7,-5,1.6,13
CCN1/C(=C2\C(=O)N(C)C(=S)N2C)C=Cc2cc(C)ccc21,-2,-38,-2,-1,-0.4,-2,1,0.5,3
COCCN=C1Sc2nc3c(C)cccc3cc2CN1Cc1ccco1,1,30,-2,1,-0.1,2,5,1.8,3
C=CCn1c(NCCO)nc2sc3c(c2c1=O)CCC3,6,-2,-1,-1,0.2,-3,-7,4.2,4
COC(=O)c1ccc(C(=O)OC)c(NC(=S)N2CCN(c3cccc(Cl)c3)CC2)c1,-1,5,-4,1,-0.1,4,-2,1.4,2
Cc1ccc(N2C(=O)CC(N3CCN(C4CCc5ccccc5C4)CC3)C2=O)cc1 (centres undefined),4,1,1,2,0.0,1,-3,0.0,18
COc1cc(OC)cc(C(=O)N[C@H](C(=O)NCCc2c[nH]c3ccccc23)C(C)C)c1,4,0,-1,3,0.1,-1,-5,2.5,10
CCCC1=NN(C(=O)CCc2ccccc2O)C(O)(C(F)(F)F)C1 (centres undefined),-12,3,-1,2,-0.1,10,-3,0.9,-8
Nc1ccccc1SCc1c(Cl)cccc1Cl,-9,0,-4,4,0.1,1,-3,0.5,0
CN(C)C(=O)Cn1c(SCC(=O)NCc2ccc3c(c2)OCO3)nc2ccccc21,5,-4,-1,-2,0.0,0,-4,2.1,3
CCOC(=O)c1cnc2c(-c3ccccc3OC)c(C)nn2c1C,-2,0,-4,0,0.0,12,-2,-0.5,-4
Cc1ccc(S(=O)(=O)N2Cc3ccccc3CC2C(=O)Nc2ccc3c(c2)OCO3)cc1 (centres undefined),4,54*,1,-1,0.1,2,6,0.9,9
CN(/N=C/C=C/c1ccccc1)C1=NS(=O)(=O)c2ccccc21,3,4,0,-2,-0.1,11,-6,-1.7,-6
COc1ccccc1NC(=O)Cc1c(F)cccc1Cl,-5,-2,1,-3,0.1,-8,1,2.8,0
CCn1cc(Cl)c(C(=O)Nc2nc3ccccc3n2CCN2CCCCC2)n1,-12,-12,-4,-3,0.4,2,-7,-0.2,9

# Screening data as filed in PubChem.
